# Assay outcomes deposited in PubChem BioAssay by The Scripps Research Institute Molecular Screening Center.
# ADAM10 inh: human ADAM10 inhibitors, primary screen, biochemical, QFRET, HTS. inhibition, % at 7 µM. hit rate 0.62% among 370,000. recombinant ADAM10, EDANS/DABCYL FRET peptide cleavage, 3 h. AID 720582, 2013. Disintegrin and metalloproteinase domain-containing protein 10 (Homo sapiens), O14672;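 active = inhibition above a per-campaign cutoff equal to the mean of compounds falling between control-based bounds plus 3 SD, cut at about 20% in these data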;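 also: 0% = DMSO wells while the 100% control is not disclosed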
# KLK7 zymogen act: proKLK7 zymogen activators, primary screen, biochemical, fluorescence intensity; Kallikrein-7 (Homo sapiens), P49862; AID 652039, 2013; hit rate 0.9% among 370,000; activation, % at 7 µM; purified proKLK7, EDANS-DABCYL substrate fluorescence; 100% is mature enzyme control, 0% vehicle;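 active = activation above the mean of all tested compounds plus 3 SD, computed per campaign excluding outliers beyond control limits, cut at about 13% in these data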
# LEDGF integ inh: blockers of LEDGF/p75-dependent integrase strand transfer – biochemical, TR-FRET, high throughput, primary screen; HIV-1 integrase (with human LEDGF/p75); TR-FRET IN-LEDGF/p75 DNA integration, Eu/Cy5; inhibition, % at 3.7 µM; hit rate 0.64% among 370,000; AID 743269, 2014;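 active = inhibition above the screen-wide mean plus 3 SD, cut at about 13% in these data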;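 also: signal is the Cy5 over europium emission ratio at 671 and 618 nm; 0% = plate median of compound wells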
# DDE Tn6 FP inh: inhibitors of Tn6 peptide binding to fibrin DD(E), primary screen, biochemical, fluorescence polarization, human fibrin, Tn6 probe. Fibrinogen beta chain (Homo sapiens), P02675. Fibrin DD(E) TRITC-Tn6 fluorescence polarization displacement. inhibition, % at 8.3 µM. hit rate 0.21% among 370,000;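 active = inhibition above a per-campaign cutoff: mean of compounds within control limits plus 3 SD, cut at about 15% in these data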;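 also: 0% = median of all compound wells on the plate and 100% = blocking peptide control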
# ADAM17 inh: ADAM17 inhibitors, primary screen, biochemical, QFRET | recombinant ADAM17, EDANS/DABCYL FRET peptide cleavage | AID 720648, 2013 | inhibition, % at 6.95 µM | hit rate 0.83% among 370,000;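 active = inhibition above the mean of compounds lying between control limits plus 3 SD, set per campaign, cut at about 8.5% in these data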;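 also: 0% = DMSO-only wells as the low control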
# Target sequence (P78536 215-824 limits assumed): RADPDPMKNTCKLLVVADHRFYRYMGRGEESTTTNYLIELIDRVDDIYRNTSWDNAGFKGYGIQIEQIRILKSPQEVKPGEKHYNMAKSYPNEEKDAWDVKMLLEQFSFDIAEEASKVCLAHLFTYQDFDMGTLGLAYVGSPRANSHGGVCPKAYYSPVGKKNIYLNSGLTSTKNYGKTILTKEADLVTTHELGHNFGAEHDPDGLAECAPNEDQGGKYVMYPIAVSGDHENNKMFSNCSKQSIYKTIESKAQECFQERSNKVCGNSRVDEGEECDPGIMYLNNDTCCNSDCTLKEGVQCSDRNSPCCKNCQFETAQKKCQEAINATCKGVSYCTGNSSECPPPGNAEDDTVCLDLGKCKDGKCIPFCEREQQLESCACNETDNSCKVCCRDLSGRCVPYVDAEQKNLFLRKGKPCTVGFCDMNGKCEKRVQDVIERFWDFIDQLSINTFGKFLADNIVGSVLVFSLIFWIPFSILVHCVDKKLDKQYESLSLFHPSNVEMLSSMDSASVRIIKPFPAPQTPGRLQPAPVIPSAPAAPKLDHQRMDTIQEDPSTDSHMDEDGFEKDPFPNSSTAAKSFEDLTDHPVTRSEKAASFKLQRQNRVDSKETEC
# PLCg1 inh: PLC-gamma1 enzyme inhibitors, primary screen, biochemical, fluorescence, purified enzyme | 1-phosphatidylinositol 4,5-bisphosphate phosphodiesterase gamma-1 (Homo sapiens), P19174 | fluorogenic substrate | inhibition, % at 12.2 µM | hit rate 0.84% among 370,000 | AID 720700, 2013; in the data active = inhibition above about 9.5%
# ASAP1 inh: inhibitors of human ASAP1 ArfGAP activity, primary screen, biochemical, fluorescence polarization. AID 624377, 2012. hit rate 0.19% among 360,000. inhibition, % at 16.5 µM. ASAP1-stimulated ARF1 GTP hydrolysis, GDP FP detection. Arf-GAP with SH3 domain, ANK repeat and PH domain-containing protein 1 (Homo sapiens), …; in the data active = inhibition above about 25%;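 also: 0% = vehicle with enzyme and substrate and 100% = no enzyme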
# Tn7 DDE FP: inhibitors of Tn7 peptide binding to fibrin DD(E), primary screen, biochemical, fluorescence polarization, human fibrin, Tn7 probe; Fibrinogen beta chain (Homo sapiens), P02675; FP displacement of FITC-Tn7 peptide from fibrin DD(E); 0% = median of compound wells per plate; inhibition, % at 8.3 µM; hit rate 0.13% among 370,000; AID 720508, 2013;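 active = inhibition above the mean of compounds falling within the control limits plus 3 SD of them, cut at about 14% in these data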;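 also: 0% = plate median of compound wells and 100% = 10 µM Aha-Tn7 peptide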
#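 Assay system: Human fibrin DD(E) protein | Medium: Tris buffer with calcium and detergent, pH 7.8 | Reagent: 0.1 µM fluorescent Tn7 | Compound dosing: Single point at 8.3 µM | Times: 10 min preincubation, 3 h with tracer, room temperature | Detection: Fluorescence polarization of the labelled Tn7 tracer | Controls: Aha-Tn7 high control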
# ARFGAP1 inh: inhibitors of rat ARFGAP1 GAP activity, primary screen, biochemical, fluorescence polarization, GDP tracer. ADP-ribosylation factor GTPase-activating protein 1 (Rattus norvegicus), Q62848. Arfgap1-stimulated ARF1 GTP hydrolysis, GDP FP detection. inhibition, % at 16.5 µM. hit rate 0.26% among 360,000;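 active = inhibition above a per-plate limit, mean inhibition of low control wells plus 3 SD, cut at about 25% in these data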;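 also: 0% = DMSO wells with enzyme and 100% = wells lacking Arfgap1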
# Target sequence (Q62848 1-136 limits assumed): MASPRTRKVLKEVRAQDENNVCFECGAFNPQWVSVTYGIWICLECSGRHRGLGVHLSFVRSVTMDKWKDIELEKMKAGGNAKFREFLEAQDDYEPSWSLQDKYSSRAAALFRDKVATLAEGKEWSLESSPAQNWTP
#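 Material – truncated rat Arfgap1 GAP domain · Buffer or medium – HEPES-based buffer, pH 7.5 · Reagent – human ARF1(Δ1-17)-GTP substrate · Dosing – 16.5 µM single point, 1.26% DMSO · Schedule – GTP hydrolysis reaction 2 h at 25 °C · Technique – GDP detection by fluorescence polarization · Benchmarks – No-Arfgap1 wells (100%) versus DMSO full-reaction wells (0%) · Repeats – single replicate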
# TDP2 inh: human TDP2 enzyme inhibitors, primary screen, biochemical, epi absorbance, recombinant enzyme; Tyrosyl-DNA phosphodiesterase 2 (Homo sapiens), O95551; T5PNP hydrolysis, p-nitrophenol absorbance 415 nm; inhibition, % at 12.8 µM; hit rate 0.34% among 370,000; AID 720702, 2013;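 active = inhibition above the mean of all tested compounds plus 3 SD, set per campaign, cut at about 25% in these data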;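 also: 0% = DMSO with enzyme and 100% = buffer with substrate but no TDP2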
# Target sequence (O95551 whole entry, looked up): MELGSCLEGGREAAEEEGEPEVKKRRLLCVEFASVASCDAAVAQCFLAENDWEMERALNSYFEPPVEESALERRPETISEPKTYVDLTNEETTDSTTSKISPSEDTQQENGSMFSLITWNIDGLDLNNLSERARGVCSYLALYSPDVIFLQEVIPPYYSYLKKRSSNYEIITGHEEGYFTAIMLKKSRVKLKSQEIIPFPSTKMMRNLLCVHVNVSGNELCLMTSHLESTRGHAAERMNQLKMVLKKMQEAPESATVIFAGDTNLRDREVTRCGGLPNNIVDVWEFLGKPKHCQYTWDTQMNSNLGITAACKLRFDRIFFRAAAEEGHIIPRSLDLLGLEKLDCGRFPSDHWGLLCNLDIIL
#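 Test system: human TDP2 enzyme; Input: 120 nM TDP2 per well; Buffer or medium: Mg2+-containing Tris-HCl buffer, pH 7.5; Reagent: 5 mM T5PNP; Dosing: 12.8 µM single point, 1% DMSO; Incubation: reaction 2 h, 37 °C; Detection: p-Nitrophenol epi absorbance; Read-out: % inhibition relative to enzyme-containing and enzyme-free wells; Replicates: single well per compound.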
# * marks the source's active call; other numbers are inactive results; i = inactive; x = not tested or not shown.
Tn7 DDE FP	ASAP1 inh	PLCg1 inh	ADAM10 inh	DDE Tn6 FP inh	TDP2 inh	ARFGAP1 inh	KLK7 zymogen act	LEDGF integ inh	ADAM17 inh	molecule
-5	-5	7	-7	-5	-6	12	0.4	-2	9.9*	COC(=O)C1=C(C)N(Cc2cccc(C(F)(F)F)c2)C(=NCc2ccc3c(c2)OCO3)NC1c1ccc(F)cc1 (stereo unspecified)
5	-7	0	0	9	-7	11	-0.1	4	-3	CC(CNS(=O)(=O)c1ccccc1)Sc1nncn1C (stereo unspecified)
1	5	-54	-305	-10	-10	4	-4.2	-2	-69	COc1ccc(S(=O)(=O)N2CCOCC2)cc1NC(=O)COc1ccc2c(C)cc(=O)oc2c1
0	4	-10	-10	2	-20	8	-0.1	4	-8	CC(=O)Nc1ccc(C(=O)NCC(c2ccco2)N(C)C)cc1 (stereo unspecified)
0	-4	5	12	-3	-26	-7	0.5	5	7	CC(C)Cc1nnc(NC(=O)Nc2ccccc2)s1
5	-3	-2	-5	4	-7	4	-0.7	-6	-4	O=C(NCC(=O)N(c1ccccc1)C(C(=O)NCC1CCCO1)c1ccccc1)c1ccco1 (stereo unspecified)
-1	7	i	i	-3	-7	5	2.5	14*	-210	N#Cc1nc(-c2ccccc2F)oc1NCc1ccccc1
4	x	-117	-100	0	-1	x	x	0	-32	CCN(Cc1cccs1)c1ncnc2ccc(-c3ccc4c(c3)OCO4)cc12
7	-3	-8	-1	-5	5	-4	-0.4	-4	-2	CC(C)CCn1c(O)c(N=Nc2ccccn2)c2ccccc21
-7	-13	2	-9	4	0	-4	0.1	3	-8	COc1ccc(-n2c(C)nc3cc(C(=O)NCCN4CCOCC4)ccc32)cc1
-3	-1	3	9	-5	6	-7	0.6	3	-2	Cc1ccc(N2CC(=O)Nc3c(sc4nc(C)cc(C)c34)C2=O)cc1
5	11	0	-6	-6	2	11	0.7	-1	-1	Cc1ccccc1Nc1nc(N)nc(COC(=O)c2cccn2C)n1
-4	-4	-1	-4	3	-5	16	-0.7	2	-3	COc1ccccc1NC(=O)Nc1cnccn1
-4	-5	-35	-75	-11	-5	13	-0.1	-1	-12	COC(=O)C1CCN(C(=O)COC(=O)/C=C/c2ccc(O)c(OC)c2)CC1
-2	-12	-2	-3	-9	-9	13	-0.6	2	1	COc1cccc(C(=O)NCC2CCCN(C3CCCCC3)C2)c1OC (stereo unspecified)
7	-7	-4	-9	4	-5	6	0.6	-3	-8	CCc1ccccc1NC(=O)N1CCC(NC(=O)C(Cc2ccccc2)NC(C)=O)CC1 (stereo unspecified)
4	-8	2	5	12	7	-2	0.8	0	3	O=S(=O)(/C=C/c1ccccc1)Nc1ccc(F)cc1
2	5	-1	-6	-4	-1	-2	0.1	1	-1	O=C(CCc1nnc(COc2ccccc2)o1)NCc1ccccc1
6	2	-1	0	0	14	7	-0.2	1	-3	O=C(COC(=O)/C=C/c1ccc(S(=O)(=O)N2CCOCC2)cc1)NCc1ccccc1
2	-7	4	-2	3	7	5	0.3	1	0	CC1CCN(CCOCCOc2ccccc2-c2ccccc2)CC1
-4	2	-1	-1	5	6	3	0.6	2	-1	CCN(CC(=O)NCc1cccs1)S(=O)(=O)c1ccccc1Cl
1	-6	-2	9	-3	3	1	-0.6	-4	1	O=C(Nc1cccc(NC(=O)c2ccc(Br)o2)n1)c1ccc(Br)o1
4	2	-10	-15	0	-4	0	-0.2	1	-6	COc1cccc(CC(=O)Nc2cc(C(F)(F)F)ccc2N2CCCC2)c1
-2	4	-1	-3	3	8	-3	0.3	3	-2	CSCC[C@@H](CO)NC(=O)[C@H]1O[C@@H](n2ccc(N)nc2=O)[C@H](O)[C@@H]1O
4	14	4	-3	-9	-9	19	-0.6	-5	-9	Cc1ccc(NC(=O)Nc2nc3ccc(S(C)(=O)=O)cc3s2)cc1
1	1	2	-1	-2	-4	0	0.0	1	3	CN(C)/N=C/c1ccc(Sc2ccccc2[N+](=O)[O-])o1
-2	0	8	2	-3	-11	4	-0.4	5	4	Cc1cccc(C(=O)NNC(=O)c2ccccc2C)c1
-9	13	3	-14	-7	0	13	0.5	3	-1	CCc1nc2ccc(C(=O)NC3CCN(Cc4ccccc4)CC3)cn2c1N(C)CCN1CCOCC1
-5	0	0	-1	0	-4	6	-0.3	1	1	CCN(CC)S(=O)(=O)c1cccc(S(=O)(=O)N2CCCCC2)c1
5	-2	2	-14	4	9	-3	0.9	-3	-1	COC(=O)c1ccc(CSc2nnc(-c3ccc4c(c3)OCO4)n2-c2ccccc2)o1
-7	-19	-1	11	-8	-13	6	1.0	-2	4	COCC(C)n1c(SCC(=O)NC(=O)Nc2ccc3c(c2)OCCO3)nc2ccccc2c1=O (stereo unspecified)
0	-4	3	5	4	7	12	0.0	2	-1	COC(=O)c1cccc(NC(=O)CCNC(=O)c2ccc([N+](=O)[O-])cc2)c1
4	-2	2	8	-6	1	-5	0.6	4	7	COc1ccc(Cl)c(-c2cc(C(=O)NCc3ccc(C(F)(F)F)cc3)[nH]n2)c1
1	5	3	-4	-6	1	5	-0.4	1	0	CCC(C)[C@H](N)c1nnc(SCc2cccc(F)c2)o1 (stereo partly specified)
-2	-7	1	-5	0	-1	4	-0.3	2	-2	CCOc1ccc(C2C(C#N)=C(N)Oc3cc(C)n(Cc4ccco4)c(=O)c32)cc1OC (stereo unspecified)
-7	-6	1	-2	-1	8	10	-0.2	0	-5	CSc1nnc(-c2ccccc2Cl)o1
2	-15	-1	6	-8	6	-8	0.3	-4	-3	COc1ccc(C(C)=O)cc1COC(=O)c1ccc(S(=O)(=O)N2CCOCC2)cc1
2	-5	-22	-111	2	-6	-4	-1.7	2	-34	CC1(C)NC(=O)N(CCCCOc2ccc(Cl)cc2C=O)C1=O
3	4	-7	-19	5	-1	5	1.6	1	-4	C[C@H](O)[C@@H]1C(=O)N2CCc3ccc(N4CCN(C)CC4)cc3[C@@H]2C[C@@H]1N(C)C(=O)Nc1cc(Cl)cc(Cl)c1
1	-13	2	-1	4	3	-4	-0.1	1	-7	CSc1nc2ccc(N3C(=O)C4CCCCC4C3=O)cc2s1 (stereo unspecified)

# 2 successive entries from above, for reference:
Tn7 DDE FP	ASAP1 inh	PLCg1 inh	ADAM10 inh	DDE Tn6 FP inh	TDP2 inh	ARFGAP1 inh	KLK7 zymogen act	LEDGF integ inh	ADAM17 inh	molecule
3	4	-7	-19	5	-1	5	1.6	1	-4	C[C@H](O)[C@@H]1C(=O)N2CCc3ccc(N4CCN(C)CC4)cc3[C@@H]2C[C@@H]1N(C)C(=O)Nc1cc(Cl)cc(Cl)c1
1	-13	2	-1	4	3	-4	-0.1	1	-7	CSc1nc2ccc(N3C(=O)C4CCCCC4C3=O)cc2s1 (stereo unspecified)

# The list goes on:
Tn7 DDE FP	ASAP1 inh	PLCg1 inh	ADAM10 inh	DDE Tn6 FP inh	TDP2 inh	ARFGAP1 inh	KLK7 zymogen act	LEDGF integ inh	ADAM17 inh	molecule
6	10	0	-9	-8	1	2	-0.5	-2	-1	CS(=O)(=O)N(CC(N)=O)Cc1ccc(Cl)cc1
4	-10	1	0	2	5	8	0.3	1	-3	Cc1ccc(CNC(=O)CSc2nc(N3CCCCC3)nc(N3CCCCC3)n2)cc1
6	-11	0	6	-2	-8	10	0.0	-5	-5	O=C(CN1C2CCCC1CC(NC(=O)C1CCCCC1)C2)Nc1ccccc1C(F)(F)F (stereo unspecified)
-10	6	-16	-19	-7	8	10	0.3	0	-7	Cc1cc2c(ncn2Cc2ccccc2)c(N)c1C
-2	0	2	-7	6	9	4	-0.1	0	-4	CCN(C(=O)C(C)Sc1ccc(S(=O)(=O)N2CCN(C)CC2)cn1)c1ccccc1 (stereo unspecified)
2	4	2	9	5	3	-4	0.3	-2	1	Cc1cccc(CSC2=CS(=O)(=O)c3ccccc3N2)c1
2	0	3	7	-7	-3	-9	0.4	-2	1	Cc1nn(-c2ccccc2)c(=S)n1-c1ccccc1
-1	-7	0	4	-7	1	-1	0.7	0	0	COc1ccccc1OCC(=O)Nc1ccc(S(=O)(=O)N(C)c2ccccc2)cc1
2	-15	2	-5	0	-2	-10	0.5	0	-2	CCn1cc(C(=O)NCC2COc3ccccc3O2)c2cc(OC)c(OC)cc2c1=O (stereo unspecified)
6	-9	-1	8	-10	9	-24	0.2	3	0	C[C@@H]1CN([C@@H](C)CO)S(=O)(=O)c2ccc(Br)cc2O[C@@H]1CN(C)Cc1cccnc1
-1	8	0	-12	-2	13	-6	0.1	-7	-3	COc1cccc(NC(=O)COC(=O)CCC(=O)c2cccs2)c1
6	-5	-1	-1	4	-8	-1	0.2	-6	-2	CCN(C(=O)c1c(C)cc(=O)oc1C)c1ccc2c(c1)OCO2
2	-13	-10	-14	-2	1	-8	-0.1	4	-4	Cc1cnc(C)c(Nc2nc(C(N)CCc3ccccc3)cs2)n1 (stereo unspecified)
5	6	-3	-3	-7	-9	5	0.2	-4	0	Cc1ccc2[nH]c(C)c(CC(=O)NCc3ccccc3)c2c1
7	2	2	1	-4	1	9	0.0	1	-1	COc1ccc(C(C)=O)cc1COC(=O)Cc1cc(OC)c(OC)c(OC)c1
4	-11	0	6	4	0	5	0.4	-5	-3	O=C(NCCc1cccs1)c1ccc(Cl)c(Cl)c1
6	7	1	1	-2	12	6	-0.3	5	-4	COc1ccc(CC(=O)Nc2ccc3c(c2)CCC3)cc1S(=O)(=O)N1CCOCC1
